# Bioassay records as filed in PubChem.
# EPAC2 antagonist: qHTS for Antagonist of cAMP-regulated guanine nucleotide exchange factor 2 (EPAC2): primary screen; Potency, µM (titrated, usually from 114 µM), without a hit: at the top dose activity, negative = inhibition, most hits filed as inhibitors; 360,000 compounds, 0.18% hits; Rap guanine nucleotide exchange factor 4 (Homo sapiens), Q8WZA2; EPAC2 GEF exchange of Rap1B-BODIPY-GDP, fluorescence; AID 720708, 2013; also: % is scaled to controls: 0 for no effect and ±100 for the full control effect; nearly all actives have a fitted effect of over 45% in size; many of its hits are not listed in these tables
# Target sequence (Q8WZA2 whole entry, looked up): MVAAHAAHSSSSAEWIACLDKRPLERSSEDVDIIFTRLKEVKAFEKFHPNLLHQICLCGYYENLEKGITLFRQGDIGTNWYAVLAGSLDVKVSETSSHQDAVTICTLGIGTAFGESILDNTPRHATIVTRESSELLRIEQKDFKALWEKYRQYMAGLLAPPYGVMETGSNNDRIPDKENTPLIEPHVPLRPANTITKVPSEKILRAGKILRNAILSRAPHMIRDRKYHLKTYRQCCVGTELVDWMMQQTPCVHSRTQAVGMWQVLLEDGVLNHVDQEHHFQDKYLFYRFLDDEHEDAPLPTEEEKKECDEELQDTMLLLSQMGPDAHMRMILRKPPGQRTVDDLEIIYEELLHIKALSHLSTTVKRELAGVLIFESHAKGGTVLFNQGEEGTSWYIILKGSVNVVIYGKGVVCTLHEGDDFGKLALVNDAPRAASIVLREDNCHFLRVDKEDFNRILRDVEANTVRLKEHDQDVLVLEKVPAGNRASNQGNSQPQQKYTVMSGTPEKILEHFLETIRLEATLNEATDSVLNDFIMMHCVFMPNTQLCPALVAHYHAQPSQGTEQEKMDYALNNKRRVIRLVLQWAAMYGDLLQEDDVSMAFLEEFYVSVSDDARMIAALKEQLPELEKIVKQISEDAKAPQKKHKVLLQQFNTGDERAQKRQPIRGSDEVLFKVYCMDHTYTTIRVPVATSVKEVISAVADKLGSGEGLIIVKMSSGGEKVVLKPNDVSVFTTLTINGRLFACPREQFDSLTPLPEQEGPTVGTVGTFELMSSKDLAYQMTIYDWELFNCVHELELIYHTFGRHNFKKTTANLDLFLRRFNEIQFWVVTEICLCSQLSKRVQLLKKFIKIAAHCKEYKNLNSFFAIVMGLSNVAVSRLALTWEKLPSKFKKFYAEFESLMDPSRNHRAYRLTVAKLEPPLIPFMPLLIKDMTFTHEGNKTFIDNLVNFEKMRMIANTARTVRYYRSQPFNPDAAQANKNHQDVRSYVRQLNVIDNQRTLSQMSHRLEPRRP
# EPAC1 antagonist: qHTS for Antagonist of cAMP-regulated guanine nucleotide exchange factor 3 (EPAC1): primary screen. Rap guanine nucleotide exchange factor 3 (Homo sapiens), O95398. Potency, µM (series often up to 115 µM), for the others: top-dose activity change, negative = inhibition, actives largely listed as inhibitors. EPAC1 GEF assay, Rap1b-BODIPY-GDP exchange fluorescence. AID 720709, 2013. 360,000 compounds, 0.14% hits;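 also: plate controls were vehicle for no effect and positive control for full effect; nearly all actives have a fitted effect of over 50% in size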
# EPAC2 ag: qHTS for Agonist of cAMP-regulated guanine nucleotide exchange factor 4 (EPAC2): primary screen; EPAC2 activation, biochemical qHTS; response scale: 100% = 6.5 mM cAMP response; Rap guanine nucleotide exchange factor 4 (Homo sapiens), Q8WZA2; 360,000 compounds, 0.079% hits; Potency, µM (top dose mostly 154 µM), for inactives: at the highest dose activation, most hits filed as activators; AID 720711, 2013; also: nearly all actives have a fitted effect of over 50% in size
#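 qHTS, titration series. 100 nM EPAC2 / 250 nM Rap1B-BODIPY-GDP / 50 uM GDP; RT; ex 480/em 540 nm, 5-min reads to 30 min. Norm. to 6.5 mM cAMP = activation.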
# EPAC1 ag: qHTS for Agonist of cAMP-regulated guanine nucleotide exchange factor 3 (EPAC1): primary screen. Rap guanine nucleotide exchange factor 3 (Homo sapiens), O95398. EPAC1 agonist qHTS, biochemical assay; response scale: 100% = response to 6.5 mM cAMP. Potency, µM (titrated, usually from 154 µM), inactives show at the top dose activation, hits mostly activators. 360,000 compounds, 0.073% hits. AID 720707, 2013; also: nearly all actives have a fitted effect of over 60% in size
#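 Nucleotide exchange by EPAC1 (100 nM) on Rap1B–BODIPY-GDP (250 nM) in the presence of 50 uM GDP is tracked fluorescently at 480/540 nm over 30 min. Signals are normalized to a 6.5 mM cAMP control.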
# aSyn rescue: qHTS of alpha-syn Inhibitors; Yeast expressing alpha-synuclein, growth rescue, BacTiter-Glo, 24 h; Potency, µM (series often up to 46.1 µM), without a hit: at the top dose growth rescue (activation), most hits filed as activators; 370,000 compounds, 0.14% hits; also: % of control where 0% means no effect; nearly all actives have a fitted effect of over 65% in size
#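 Galactose-induced alpha-syn yeast (OD600=0.02, raffinose-pregrown) + pinned cpd, 24 hr, 30 deg C; growth by BacTiter-Glo luminescence. Growth restoration scores as activation.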
# FUS yeast rescue: qHTS for Suppressors of FUS Proteinopathy: Primary screen using FUS-linked yeast assay. S. cerevisiae FUS-expressing, growth rescue, OD600, 24 h. Potency, µM (highest dose often 76.6 µM), for inactives: top-dose growth rescue (activation), usual class: activators. 390,000 compounds, 0.24% hits;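 also: plate controls were DMSO vehicle for no effect and reference control for full effect; nearly all actives have a fitted effect of over 55% in size; some results filed as inactive show a strong effect at the top dose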
#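 FUS-expressing yeast, raffinose-pregrown, induced in 2% galactose minimal medium at OD 0.005; compounds in a dilution series, 24hr at 30C. Growth restoration read as absorbance at 600 nm. CP55940 positive control, DMSO negative.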
# TDP-43 yeast inh: qHTS of TDP-43 Inhibitors | TDP-43 expressing yeast growth rescue, BacTiter-Glo, 24 h | Potency, µM (titrated, usually from 46.1 µM), for inactives: at the highest dose growth rescue (activation), most hits filed as activators | 410,000 compounds, 1.8% hits; also: % of control where 0% means no effect; nearly all actives have a fitted effect of over 50% in size
#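 Galactose-induced TDP-43 yeast, OD600=0.02, compound pinned; 24 hr, 30 deg C; BacTiter-Glo luminescence for growth. Inhibitors of TDP-43 toxicity read as activators.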
# PTHR1 agonist: qHTS for PTHR1 Agonists: Primary Screen | Parathyroid hormone/parathyroid hormone-related peptide receptor (Homo sapiens), Q03431 | HEK293 GP2 PTHR1 cells, GloSensor cAMP luminescence, 1 h | Potency, µM (doses to about 115 µM), inactives show top-dose activation, most hits filed as activators | AID 743266, 2014 | 410,000 compounds, 0.075% hits; also: nearly all actives have a fitted effect of over 55% in size; some results filed as inactive show a strong effect at the top dose; inactives centre near -15; many of its hits are not listed in these tables
#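 HEK-293-derived GP2 cells expressing PTHR1 and a GloSensor cAMP reporter, 3,000/well, plated overnight, given luciferin plus IBMX (each 0.5 mM as added) for 1 h at 37 °C, then compound for 1 h at 37 °C. Luminescence was read after 15 min at room temperature.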
# Starred values were filed as active, the others as inactive; i = inactive; ? = inconclusive; / = no result given; [ ] = dose if it differs, or a comment. Calls follow the shape of the dose curve; as a rule, active = well fitted curve in the direction sought with a large enough effect; inconclusive = small, poorly fitted or top-dose-only effect, or another doubt; inactive = no such curve, though single readings can be large; an effect the other way counts as inactive or inconclusive. Potency is read from the fitted curve at half-maximal effect. These rows are one share of the data. The share of hits here may be higher or lower than overall.
SMILES	EPAC2 ag	EPAC1 antagonist	PTHR1 agonist	aSyn rescue	FUS yeast rescue	EPAC2 antagonist	TDP-43 yeast inh	EPAC1 ag
COC(=O)CSc1nc2c(c(-c3ccco3)c1C#N)CCCC2	0.8%	-7.7%	-0.7%[57.5 µM]	?	19.9%	0.1%	-14.8%	-1.0%
CSc1nc(C)cc(OCCNS(=O)(=O)c2ccc(C)cc2)n1	11.8%	-4.0%	i	7.0%	27.4%	-9.4%	-5.8%	10.4%
CCOc1ccc(NC(=O)CCn2c(=S)oc3ccccc32)cc1	3.8%	2.8%	-44.6%[inhibitor]	-1.7%	13.0%	11.3%	11.8%	-1.9%
COc1ccc(CCNc2ccncn2)cc1	-1.0%	-4.5%	-22.0%	1.5%	?	11.6%	11.8%	-3.3%
COc1ccc(C(=O)NC2CCN(CC(=O)Nc3c(C)cccc3C)CC2)cc1OC	0.0%	13.4%	i	0.0%	0.9%	5.7%	-4.1%	0.7%
CCc1nc2ccc(C(=O)NCCN3CCNC3=O)cn2c1N(C)CCC(C)C	1.8%	-9.7%	-25.3%	-0.9%	-7.4%	5.4%	1.3%	-6.6%
NS(=O)(=O)c1ccc(CCNC(=O)CN2CCN(Cc3cccc(C(F)(F)F)c3)CC2)cc1	8.5%	0.6%	-14.7%	2.3%	0.3%	3.0%	-6.5%	-4.6%
Cn1ccc(NC(=O)c2ccc(Cl)cc2)n1	3.7%	0.4%	-3.3%	-1.0%[1.84 µM]	-4.6%	0.5%	0.0%	6.9%
Cc1cccc(N/C=C/C(=C(C#N)C#N)N(C)C)c1	1.2%	-2.0%	i	-10.5%	/	-16.2%	7.6%	-6.1%
O=C(c1cncc(Br)c1)N1CCCc2ccccc21	6.9%	-1.5%	-1.0%	13.0%	16.4%	7.3%	?	2.3%
C=C(C)CSc1nnc([C@@H](NC(=O)OC(C)(C)C)C(C)CC)o1 (some centres undefined)	-4.0%	7.7%	-33.9%[inhibitor]	-4.8%	2.8%	24.9%	-8.1%	-13.6%
O=C(Nc1cccc(NC(=O)C2CCCO2)c1)C1CCCO1 (centres undefined)	7.5%	13.1%	?	-7.4%	16.5%	0.7%	-1.5%	0.4%
O=C(O)C(c1ccccc1)N1C(=O)/C(=C\c2ccc(-c3ccccc3Cl)o2)SC1=S (centres undefined)	112µM*	42.0%[activator]	i	13.7%	33.5%	90.5%[activator]	-4.6%	-131.3%[inhibitor]
COc1ccc(N2CCN(C(=O)CSc3nc4cc(OC)c(OC)cc4cc3C#N)CC2)cc1	3.9%	0.6%	-10.9%[57.5 µM]	-1.4%	?	-1.7%	-13.2%	6.0%
CCc1cccc(-n2c(SCC(=O)c3c(N)n(C4CC4)c(=O)[nH]c3=O)nnc2N2CCOCC2)c1	2.0%	6.2%	-32.8%	1.4%	/	-5.4%	-2.1%	-2.8%
CCN(C(=O)COC(=O)c1n[nH]c2ccccc12)C1CCS(=O)(=O)C1 (centres undefined)	1.1%	-1.3%	i	1.1%	/	1.0%	-11.1%	1.0%
CN(c1ccccc1)S(=O)(=O)c1cc(C(=O)Nc2nc3ccccc3[nH]2)ccc1Cl	1.8%	-10.1%	-35.7%[inhibitor]	5.6%	/	-5.6%	15.8µM*	-22.8%
CC1CC(C)CN(C(=O)Cn2c(=O)c3cccn3c3cccnc32)C1 (centres undefined)	-11.6%	-1.2%	i	4.4%	6.6%	-2.4%	-7.8%	15.4%
COc1ccccc1CN(Cc1ccco1)S(=O)(=O)c1ccc(-n2cnnn2)c(OC)c1	4.5%	-4.1%	i	5.0%	6.8%	-2.6%	-11.6%	13.0%
Cc1ccnc(NC(=O)c2c(-c3ccccc3Cl)noc2C)c1	8.3%	6.0%	i	6.2%	-14.0%	0.7%	15.5%	10.7%
Cc1c(CC(=O)O)c(=O)oc2c(C)c(OCc3ccccc3Br)ccc12	15.4%	1.3%	i	6.5%	-8.6%	-2.0%	-9.2%	-6.1%
CCOC(=O)C1=C(c2ccccc2)OC(N)=C(C#N)C1c1ccncc1 (centres undefined)	10.8%	-0.2%	i	-0.6%	11.3%	-0.1%	-15.7%	-6.4%
S=C(NCCc1ccccn1)Nc1ccc(Cl)cc1Cl	11.2%	-6.2%	-21.5%	-14.5%	2.7%	-12.3%	-17.9%	7.7%
CCOC(=O)C1NN=C(C(=O)c2ccccc2)C1c1ccc(OC)cc1 (centres undefined)	2.1%	-23.4%	-11.0%	3.6%	-0.6%	-18.2%	0.9%[9.22 µM]	0.3%
CC(C)c1ccc(/C=C/C(=O)NCc2ccc(S(N)(=O)=O)cc2)cc1	8.1%	-12.4%	i	-2.6%	36.4%	32.3%	1.7%	-11.9%
CCC1Oc2ccccc2N(CC(=O)NCCN2C(C)CCCC2C)C1=O (centres undefined)	5.0%	7.6%	i	-4.9%	12.4%	19.6%	-12.8%	-0.4%
CC1(C(=O)NCCCNc2ncc(C(F)(F)F)cc2Cl)C=CCN1C(=O)c1ccccc1 (centres undefined)	-0.8%	-13.8%	-13.9%	0.5%	7.9%	4.0%	19.4%	-20.5%
CCCN(CCC)S(=O)(=O)c1ccc(C(=O)Nc2nc3c(s2)CCc2ccccc2-3)cc1	-0.5%	-7.7%	i	1.1%	/	3.6%	0.0%	-2.1%
O=C(c1ccco1)N1CCN(S(=O)(=O)Cc2ccccc2Cl)CC1	2.2%	-9.8%	i	-0.4%	25.5%	5.4%	-19.5%	7.9%
O=C(NCc1ccc(CNC(=O)c2ccco2)cc1)c1ccco1	6.3%	5.2%	i	-1.5%	20.3%	-2.5%	13.1%	2.6%
O=C(Nc1ccon1)c1sc2cc(F)ccc2c1Cl	-6.9%	5.9%	-11.1%	1.6%	3.3%	-0.8%	?	-3.4%
O=C(NCc1cccc(Cl)c1)C1Cc2c(-c3cccc(F)c3)ccnc2O1 (centres undefined)	12.7%	0.9%	-13.2%	0.3%	-22.4%	0.1%	0.0%	-6.0%
CCOC(=O)C1(Cc2cccc(OC)c2)CCCN(Cc2nccn2CC)C1 (centres undefined)	6.0%	-8.6%	-9.7%	-0.8%	32.9%	1.1%	-19.9%[0.397 µM]	-5.1%
CC1CN(C(=O)CCC(=O)NCCCN2CCN(Cc3ccccc3)CC2)c2cc(Cl)ccc2O1 (centres undefined)	1.2%	10.0%	i	-1.6%	2.6%	4.4%	3.5%	-2.1%
COc1ccccc1C1C(C(C)=O)=C(C)N=c2s/c(=C\c3cc(OC)c(OC)c(OC)c3)c(=O)n21 (centres undefined)	-1.8%	-2.5%	i	-1.4%	6.1%	-0.6%	16.2%	3.5%
COc1ccc(F)cc1S(=O)(=O)n1cc(C)nc1-c1ccccc1	-4.7%	8.3%	i	10.4%	-22.2%	12.8%	0.6%	-0.1%
CC1=NN(c2nc(C)cc(C)n2)C(=O)C1CCC(C)C (centres undefined)	6.0%	-2.0%	-4.1%[57.5 µM]	-4.0%	22.5%	-1.1%	-9.1%	-1.3%
O=C(CN1CCN(c2ccccc2F)CC1)Nc1nnc(C(F)(F)F)s1	2.6%	2.6%	i	6.2%	-25.2%	10.7%	-11.8%	-6.8%
Nn1c(SCC(=O)Nc2ccccc2)nnc(Cc2ccccc2)c1=O	3.4%	10.0%	-34.5%[inhibitor]	2.1%	6.2%	-3.4%	22.6%	1.7%
CCCNC(=O)CCC(=O)Nc1ncc(-c2ccc(C)cc2)n1C	-15.9%	11.1%	-1.6%	-7.6%	9.0%	8.2%	5.9%	0.3%
CC(C)CN(C(=O)COC(=O)c1ccc2c(c1)OCCO2)c1c(N)n(Cc2ccccc2)c(=O)[nH]c1=O	-12.6%	2.2%	i	-6.4%	-6.1%	-3.5%	18.4%	-3.0%
O=C(OCc1nnc(-c2ccccc2)o1)c1ccc([N+](=O)[O-])o1	6.7%	-19.6%	i	7.1%	-20.6%	1.1%	-37.1%[inhibitor]	12.5%
COc1ccc(NC(=O)C2COc3ccccc3O2)cc1 (centres undefined)	6.4%	-20.8%	-3.4%	-1.8%	14.4%	6.9%	-25.9%[1.82 µM]	-3.6%
Cc1cc(C)n(-c2ccc(NC(=O)C3CCCCN3Cc3cccc4c3OCO4)cc2)n1 (centres undefined)	12.9%	-9.7%	-4.9%	1.8%	/	-4.8%	7.1%	4.3%
CCC(NC(=O)CNC(=O)CNC(=O)c1ccc(Cl)cc1Cl)c1ccc(C)cc1 (centres undefined)	5.9%	-22.6%	-4.4%	-3.3%	26.4%	-8.4%	-17.0%	-10.2%
CC1=C(C(=O)OCc2ccccc2)C(c2ccc([N+](=O)[O-])cc2)NC(=O)N1C (centres undefined)	2.9%	5.6%	-40.3%	14.4%	20.6%	-17.6%	23.3%	3.9%

# Single records, as listed above. Order of values: EPAC2 ag	EPAC1 antagonist	PTHR1 agonist	aSyn rescue	FUS yeast rescue	EPAC2 antagonist	TDP-43 yeast inh	EPAC1 ag
# `CCC1Oc2ccccc2N(CC(=O)NCCN2C(C)CCCC2C)C1=O` (centres undefined) across the screens: 5.0%	7.6%	i	-4.9%	12.4%	19.6%	-12.8%	-0.4%
# `O=C(Nc1ccon1)c1sc2cc(F)ccc2c1Cl` across the screens: -6.9%	5.9%	-11.1%	1.6%	3.3%	-0.8%	?	-3.4%
# `COc1ccccc1C1C(C(C)=O)=C(C)N=c2s/c(=C\c3cc(OC)c(OC)c(OC)c3)c(=O)n21` (centres undefined) across the screens: -1.8%	-2.5%	i	-1.4%	6.1%	-0.6%	16.2%	3.5%
# `CCOC(=O)C1=C(c2ccccc2)OC(N)=C(C#N)C1c1ccncc1` (centres undefined) across the screens: 10.8%	-0.2%	i	-0.6%	11.3%	-0.1%	-15.7%	-6.4%
